Screening results as filed in PubChem.
MBD2 inh: blocks human MBD2 binding to methylated DNA; inhibition, % at 4.4 µM; Q9UBB5; 370,000 compounds, 0.31% hits; TR-FRET, MBD2 binding to methylated oligonucleotide; in the data active means inhibition above about 13%
GC-A act: GC-A (human) enzyme activation | HEK293 GC-A cells, cGMP TR-FRET, EC30 ANP; 0% at EC30 ANP, 100% saturating ANP | activation, % at 10 µM | 370,000 compounds, 0.14% hits; in the data active means activation above about 40%
SIAE inh: inhibitors of human sialic acid acetylesterase SIAE; inhibition, % at 9.66 µM; SIAE FP-Rh probe binding, fluorescence polarization; 370,000 compounds, 0.69% hits;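 active means inhibition above a cutoff: mean of compounds within the control limits plus 3 SD of those, cut at about 17% in these data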;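 further: 0% = plate median of compound wells and 100% = probe without SIAE protein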
rCAG binder: binds r(CAG) RNA repeats; r(CAG) RNA repeat, TO-PRO-1 dye displacement fluorescence; inhibition, % at 3 µM; 370,000 compounds, 1.3% hits; AID 651821;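 active means inhibition above the plate cutoff, the mean of all test compounds on that plate plus 3 SD, cut at about 35% in these data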;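 further: 0% = DMSO alone and 100% = 100 µM mitoxantrone as full dye displacement; higher means more dye released from RNA so lower well fluorescence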
PRMT1 inh: inhibitors of human PRMT1 | Q99873 | recombinant PRMT1, activity-based probe fluorescence polarization | inhibition, % at 2.79 µM | 370,000 compounds, 1.3% hits | AID 652257;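 active means inhibition above about 21% made by adding two undisclosed values, limit read from the data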
Target sequence (Q99873 whole entry, looked up): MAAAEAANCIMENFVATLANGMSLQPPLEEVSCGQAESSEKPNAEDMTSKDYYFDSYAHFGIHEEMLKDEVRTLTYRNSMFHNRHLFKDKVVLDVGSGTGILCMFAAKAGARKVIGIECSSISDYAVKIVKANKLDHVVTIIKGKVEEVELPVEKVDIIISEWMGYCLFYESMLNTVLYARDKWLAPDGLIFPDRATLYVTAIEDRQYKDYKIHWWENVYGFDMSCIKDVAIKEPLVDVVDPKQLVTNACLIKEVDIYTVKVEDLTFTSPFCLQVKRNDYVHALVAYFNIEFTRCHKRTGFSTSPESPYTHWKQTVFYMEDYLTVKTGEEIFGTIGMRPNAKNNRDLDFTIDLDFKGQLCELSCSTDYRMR
HTRA1 inhibitor: HTRA1 (human) protease inhibition. Q92743. recombinant HTRA1, FP-rhodamine activity-based probe, fluorescence polarization. inhibition, % at 5.96 µM. 340,000 compounds, 0.5% hits. AID 504803; in the data active means inhibition above about 36%;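 further: 0% = enzyme with DMSO and 100% = wells lacking enzyme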
ABHD4 inh: inhibitors of mouse ABHD4; Q8VD66; purified mABHD4, FP-Rh probe fluorescence polarization; inhibition, % at 8.92 µM; 370,000 compounds, 0.54% hits; AID 720543;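 active means inhibition exceeding the mean over every tested compound plus 3 SD, cut at about 30% in these data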;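 further: 0% = plate median of compound wells and 100% = S159A mutant with DMSO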
Target sequence (Q8VD66 whole entry, looked up): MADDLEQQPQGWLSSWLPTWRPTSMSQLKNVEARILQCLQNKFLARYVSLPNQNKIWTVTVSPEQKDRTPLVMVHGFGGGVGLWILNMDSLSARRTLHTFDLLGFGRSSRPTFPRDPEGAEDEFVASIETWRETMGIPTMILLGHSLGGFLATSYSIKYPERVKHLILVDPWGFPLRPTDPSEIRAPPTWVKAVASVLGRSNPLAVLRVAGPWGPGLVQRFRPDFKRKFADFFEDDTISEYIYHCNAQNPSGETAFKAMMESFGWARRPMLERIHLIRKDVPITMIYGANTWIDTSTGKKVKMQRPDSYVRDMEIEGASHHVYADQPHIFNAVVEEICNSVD
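Assay system: mABHD4 protein; medium: HEPES pH 7.0, NaCl, Pluronic buffer; dosing: 8.92 µM, single dose; schedule: 45 min + 60 min at 25 °C; signal: FP readout, ex 525 nm / em 598 nm; read-out: normalized percent inhibition of probe labeling; repeats: single replicate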
TCR-CD3 inh: inhibitors of human TCR-CD3 interaction; TAMRA-labeled TCR probe fluorescence, biochemical; inhibition, % at 9.4 µM; 360,000 compounds, 0.37% hits; AID 651800; in the data active means inhibition above about 19%;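 further: recombinant mutant TCR 2C K166C tagged with TAMRA read by polarization; 0% = receptor in buffer alone and 100% = receptor with positive control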
NPR2 activator: GC-B (human) receptor activation | activation, % at 10 µM | AID 1920062 | 370,000 compounds, 0.11% hits | HEK293-GC-B cells, CNP EC30, cGMP TR-FRET; 0% at EC30 CNP, 100% saturating CNP | P20594;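 active means activation at 10 µM reaching about 35% in either raw or pattern-adjusted values, limit read from the data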
UHRF1 binding: blocks human UHRF1 binding to methylated DNA; AID 687016; inhibition, % at 4.4 µM; Q96T88; 370,000 compounds, 0.75% hits; UHRF1 binding to methylated oligo, TR-FRET; in the data active means inhibition above about 21%;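 further: UHRF1 SRA domain binding a hemimethylated CpG hairpin DNA probe; 0% = median of test compound wells and 100% = reference inhibitor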
* hit, by the source's call; · = no result given. This is a subset (hit frequency here may not be typical).

SMILES	MBD2 inh	GC-A act	SIAE inh	rCAG binder	PRMT1 inh	HTRA1 inhibitor	ABHD4 inh	TCR-CD3 inh	NPR2 activator	UHRF1 binding
CC(=O)N1CCc2cc(S(=O)(=O)CCC(=O)N3CCN(c4ccccc4F)CC3)ccc21	6	-1	-1	-3	0	7	-2	2	3	16
O=C(O)c1cccnc1SC1CC(=O)N(CCc2ccccc2)C1=O (stereo not given)	-1	-1	-1	3	-1	6	-1	-2	2	5
CCCCn1c(=O)n(C)c(=O)c2c(C(F)(F)F)cc(-c3ccncc3)nc21	-3	18	-2	-4	0	-2	9	6	22	-2
Cc1ccc(-n2[nH]c(C)c(C=Nc3ccc(S(=O)(=O)N4CCOCC4)cc3)c2=O)c(C)c1	7	-6	-3	0	6	·	-9	3	2	1
CCN(CC)S(=O)(=O)c1ccc(NC(=O)C2CC(=O)N(c3ccc4c(c3)OCCO4)C2)cc1 (stereo not given)	3	-1	-6	7	1	-9	0	-6	-6	1
O=C(NNc1cccc(Cl)n1)Nc1ccc(Cl)cc1	-2	3	9	0	1	-15	-5	1	-5	-4
Cc1ccccc1OCC(=O)Nc1ccc(S(=O)(=O)N2CCOCC2)cc1	1	-3	-1	-2	0	-3	-4	-6	2	0
CCOc1ccc(/C=N/NC(=O)C(OC)c2ccccc2)cc1 (stereo not given)	0	1	-2	-1	1	-5	-1	3	3	0
COc1cc(C2C(C#N)=C(N)Oc3cc(O)ccc32)cc(OC)c1OC (stereo not given)	-2	-9	-1	0	3	2	4	-4	-4	1
Cc1sc2ncn3cnnc3c2c1C	-3	4	4	1	-2	5	2	3	-1	-3
CCOC(=O)NCc1ccc(S(=O)(=O)Nc2ccccc2C)cc1	0	-3	-7	2	2	-9	2	3	4	16
CCCC(=O)N1CCC1(C)C(=O)Nc1ccc2c(c1)CCN2C(C)=O (stereo not given)	3	0	-1	0	4	·	3	-2	-2	-1
CC(=O)NCCc1nc2ccccc2n1CCOc1ccccc1C	0	-2	-11	-7	3	13	-4	-8	3	2
Cc1cccc(NC(=O)CN2CCN(C(=O)c3oc4c(Cl)cccc4c3C)CC2)c1C	4	-2	-4	5	0	-18	-1	1	3	1
COCCOc1ccc(C(F)(F)F)cc1NC(=O)COC(=O)c1cc([N+](=O)[O-])ccc1N1CCOCC1	-3	0	-3	8	1	-19	-7	4	-4	0

3 entries drawn at random from those above, as already listed:
SMILES	MBD2 inh	GC-A act	SIAE inh	rCAG binder	PRMT1 inh	HTRA1 inhibitor	ABHD4 inh	TCR-CD3 inh	NPR2 activator	UHRF1 binding
Cc1sc2ncn3cnnc3c2c1C	-3	4	4	1	-2	5	2	3	-1	-3
Cc1ccc(-n2[nH]c(C)c(C=Nc3ccc(S(=O)(=O)N4CCOCC4)cc3)c2=O)c(C)c1	7	-6	-3	0	6	·	-9	3	2	1
O=C(O)c1cccnc1SC1CC(=O)N(CCc2ccccc2)C1=O (stereo not given)	-1	-1	-1	3	-1	6	-1	-2	2	5

Carrying on:
SMILES	MBD2 inh	GC-A act	SIAE inh	rCAG binder	PRMT1 inh	HTRA1 inhibitor	ABHD4 inh	TCR-CD3 inh	NPR2 activator	UHRF1 binding
COc1cc(OC)cc(C(=O)NCC(=O)OC2CCCCC2=O)c1 (stereo not given)	-1	-1	5	2	0	-3	10	1	2	-1
CCOC(=O)c1nn(-c2ccccc2)c(=O)cc1OCC(=O)Nc1cc(C)ccc1OC	0	-3	-6	0	2	0	3	-8	-1	-1
C/C(=N\NC(=S)NC1CCCCC1)c1ccc(O)cc1	-2	-3	7	0	6	-9	5	-5	-5	3
Cc1ccc(/C=c2\sc3nc(-c4cccs4)nn3c2=O)o1	2	1	2	13	7	3	8	11	-5	5
CCCCOCCCN1CC(=O)N2C(C)c3[nH]c4ccccc4c3C[C@H]2C1=O (stereo not given in full)	-1	1	7	-8	0	-3	-2	-4	1	2
Cn1c(=O)c2cc(NCc3ccccc3)nnc2n(C)c1=O	-7	6	5	-2	-1	14	7	0	-3	3
O=C(NCCO)c1cccc(-c2cnc3c(Nc4cccc(OC(F)(F)C(F)F)c4)nccn23)c1	-10	-11	-46	5	1	·	-34	1	0	-2
Cc1cc(C)n2nc(SCC(=O)c3cc(C)n(CC4CCCO4)c3C)nc2n1 (stereo not given)	6	0	20*	-2	1	-2	5	8	3	-1
Cc1ccc(NC(=O)CSc2n[nH]c(-c3cccnc3)n2)c(Br)c1	-1	3	-6	1	0	2	9	9	3	-1
NS(=O)(=O)c1ccc(N2CCN(C(=O)C3COc4ccccc4O3)CC2)nc1 (stereo not given)	3	0	6	6	2	1	6	6	-3	0
CC1CN(C(=O)CCC(=O)N2CCCCC2)c2cc(Cl)ccc2O1 (stereo not given)	0	1	0	-5	2	3	-1	-6	-1	3
Nc1nnc(SCc2coc(-c3ccc(Cl)cc3)n2)s1	-1	36	-2	0	3	-15	-2	1	-7	-2
CCOC(=O)C1=C(C)N(CCCC(=O)O)C(=O)NC1c1ccccc1Cl (stereo not given)	-1	5	8	1	-2	·	-1	-4	2	1
CC(C)(C)C(=O)OC12CCCN(C1)/C(=C/c1ccc(C#N)cc1)C2 (stereo not given)	-4	3	39*	-5	-6	·	4	·	0	3
COc1cccc(CNC(=O)CNS(=O)(=O)c2ccc(Br)s2)c1	0	1	-3	2	5	-6	0	0	7	2

SMILES	MBD2 inh	GC-A act	SIAE inh	rCAG binder	PRMT1 inh	HTRA1 inhibitor	ABHD4 inh	TCR-CD3 inh	NPR2 activator	UHRF1 binding
COc1ccccc1CCNC(=O)C1CCC(=O)N(C2CCCCCC2)C1 (stereo not given)	2	2	-2	-11	-2	0	-4	7	-1	3
CCc1ccccc1NC(=O)CNC(=O)c1cc(C2CC2)nc2c1cnn2C(C)C	10	0	0	-1	2	-5	-3	-8	9	17
CC(=O)c1ccc(NC(=O)CSC2=NS(=O)(=O)c3cc(Cl)ccc3N2)cc1	-2	-1	5	61*	-2	-13	-8	-6	-2	0
Cc1cc2oc3c(c(=O)c2cc1C)C(c1ccc(C(C)C)cc1)N(CCCN1CCOCC1)C3=O (stereo not given)	-6	3	-6	-1	2	-2	-1	-1	0	1
CC(=O)C1=C(C)Nc2ncnn2C1c1ccccc1Cl (stereo not given)	2	-1	4	-2	2	0	3	1	3	2
CCOC(=O)c1c(NC(=O)CSc2nnc(Cc3ccccc3)o2)sc(C(C)=O)c1C	5	-2	-2	9	-1	-4	6	4	-7	-1
Nc1ccccc1C(=O)NC1CCCCNC1=O (stereo not given)	16*	-2	14	9	-3	6	-3	-1	5	5
CCc1ccc(NC(=O)C(C)OC(=O)/C=C/c2ccc(O)c(OC)c2)cc1 (stereo not given)	3	0	-3	12	-2	-12	-4	-1	0	-2
CC(=O)c1cccc(NC(=O)c2ccccc2N(C)S(=O)(=O)c2ccc(C)cc2)c1	2	3	0	-4	5	-1	-1	-6	0	3
O=C(CCn1c(=O)oc2cc(Cl)ccc21)Nc1ccc(N2CCOCC2)cc1	2	-5	-3	3	2	-1	6	6	-4	0
CC(Oc1ccc(Br)cc1)C(=O)NC1CCCCCC1 (stereo not given)	-1	-2	1	-1	0	-5	-1	8	-4	2
Cc1cc(C)cc(NC(=O)CCc2c(C)nn(-c3ccc(N4CCCCC4)nn3)c2C)c1	-1	-4	-5	-3	0	-13	-15	0	0	-1
O=[N+]([O-])c1ccc(CN2CCN(c3ccc4ccccc4n3)CC2)cc1	0	0	4	-3	-9	0	0	-4	-2	0
CC(C)Oc1ccc(C(=O)NCc2cccs2)cc1	-4	-1	-1	-1	-1	1	2	8	-3	-1
CC(C)n1c(O)c(/C=C2\C=NN=C2c2ccccc2)sc1=S	-2	-9	6	6	-3	-24	-4	7	-8	-1
CCN(C(=O)COC(=O)c1ccc2[nH]c3c(c2c1)CCCC3)C1CCS(=O)(=O)C1 (stereo not given)	0	-3	-2	3	4	-2	-4	3	3	3
Cc1cc(SCC(=O)N/N=C/c2ccccc2C(=O)O)c(C)cc1Br	1	-4	-1	18	2	-8	-3	-5	-1	5
COc1ccc(N(CC(=O)NC2CCCCC2)C(=O)CCCC(=O)Nc2ccccn2)cc1	1	0	8	-1	1	5	-9	5	1	4

Structures above that have a Cl atom (8):
SMILES	MBD2 inh	GC-A act	SIAE inh	rCAG binder	PRMT1 inh	HTRA1 inhibitor	ABHD4 inh	TCR-CD3 inh	NPR2 activator	UHRF1 binding
O=C(NNc1cccc(Cl)n1)Nc1ccc(Cl)cc1	-2	3	9	0	1	-15	-5	1	-5	-4
Cc1cccc(NC(=O)CN2CCN(C(=O)c3oc4c(Cl)cccc4c3C)CC2)c1C	4	-2	-4	5	0	-18	-1	1	3	1
CC1CN(C(=O)CCC(=O)N2CCCCC2)c2cc(Cl)ccc2O1 (stereo not given)	0	1	0	-5	2	3	-1	-6	-1	3
Nc1nnc(SCc2coc(-c3ccc(Cl)cc3)n2)s1	-1	36	-2	0	3	-15	-2	1	-7	-2
CCOC(=O)C1=C(C)N(CCCC(=O)O)C(=O)NC1c1ccccc1Cl (stereo not given)	-1	5	8	1	-2	·	-1	-4	2	1
CC(=O)c1ccc(NC(=O)CSC2=NS(=O)(=O)c3cc(Cl)ccc3N2)cc1	-2	-1	5	61*	-2	-13	-8	-6	-2	0
CC(=O)C1=C(C)Nc2ncnn2C1c1ccccc1Cl (stereo not given)	2	-1	4	-2	2	0	3	1	3	2
O=C(CCn1c(=O)oc2cc(Cl)ccc21)Nc1ccc(N2CCOCC2)cc1	2	-5	-3	3	2	-1	6	6	-4	0
